GDH-TPI inh – GDH-TPI coupling enzyme inhibitors, primary screen, artefact control for M. tuberculosis FBA inhibitor project, biochemical, absorbance, full deck; GDH-TPI coupled enzyme counterscreen, NADH absorbance; actives 1.2% (n = 360,000); inhibition, % at 4.8 µM; in the data active = inhibition above about 30%;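 note: 0% = DMSO wells and 100% = wells lacking the enzyme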
Mtb BioA inh – M. tuberculosis BioA enzyme inhibitors, primary screen, biochemical, plate reader, single point, HTS; inhibition, % at 9.99 µM; 7,8-diaminopelargonic acid synthase BioA (Mycobacterium tuberculosis); actives 0.096% (n = 360,000); AID 602481, 2012; purified M. tuberculosis BioA enzyme; in the data active = inhibition above about 40%; inconclusive = no clear call, values can overlap the other calls
PfHsp40 rescue – rescue of yeast from PfHsp40 toxicity, primary screen, S. cerevisiae, ATP luminescence. actives 0.68% (n = 340,000). AID 504582, 2011. S. cerevisiae expressing PfHsp40, growth rescue. growth rescue, % at 12.5 µM; in the data active = growth rescue above about 28%, passing the limit was not always enough; inconclusive = no clear call, values can overlap the other calls;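 note: yeast W303a lacking pdr1 and pdr3 grown in galactose medium; growth measured after three days at 30 °C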
FadD28 FP inh – inhibitors of FadD28 bisubstrate probe binding, primary screen, biochemical, fluorescence polarization, single point; inhibition, % at 12.5 µM; actives 0.22% (n = 360,000); in the data active = inhibition above about 8.5%, passing the limit was not always enough; inconclusive = no clear call, values can overlap the other calls
Anthrax LF prot – Bacillus anthracis LF protease inhibitors, primary screen, biochemical, multiplex microsphere, MLPCN library. AID 588501, 2011. multiplex microsphere protease cleavage assay. actives 0.12% (n = 360,000). inhibition, % at 10 µM; note: plate controls were buffer without enzyme for full effect and enzyme alone for no effect
FBA Mtb inh – Mtb FBA enzyme inhibitors, primary screen, biochemical, fluorescence, strain H37Rv. AID 588726, 2011. inhibition, % at 1 µM. Fructose-bisphosphate aldolase (Mycobacterium tuberculosis (strain ATCC 25618 / H37Rv)), …. actives 2.3% (n = 360,000). purified M. tuberculosis FBA, fluorescence read-out; in the data active = inhibition above about 27%;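 note: 0% = vehicle and 100% = reference inhibitor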
Target sequence (P9WQA3 whole entry, looked up): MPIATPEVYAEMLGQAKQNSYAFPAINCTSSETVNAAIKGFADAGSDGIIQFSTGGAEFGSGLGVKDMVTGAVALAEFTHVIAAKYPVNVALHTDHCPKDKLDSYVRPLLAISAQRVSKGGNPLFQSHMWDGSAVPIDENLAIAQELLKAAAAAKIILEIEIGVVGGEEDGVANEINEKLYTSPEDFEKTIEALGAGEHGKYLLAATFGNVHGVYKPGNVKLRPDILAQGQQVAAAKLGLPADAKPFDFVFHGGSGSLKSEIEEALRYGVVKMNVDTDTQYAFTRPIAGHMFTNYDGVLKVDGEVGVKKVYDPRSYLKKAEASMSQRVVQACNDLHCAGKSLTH
BoNT-A LC inh2 – BoNT/A light chain protease inhibitors, primary screen, biochemical, flow cytometry, MLPCN library; Botulinum neurotoxin type A light chain protease (Clostridium botulinum A str. ATCC 3502); multiplex microsphere protease substrate cleavage; inhibition, % at 10 µM; actives 0.17% (n = 360,000); AID 588499, 2011; note: plate controls were buffer without enzyme for full effect and enzyme alone for no effect
BoNT-F LC inh – BoNT/F light chain protease inhibitors, primary screen, biochemical, flow cytometry, MLPCN library. Botulinum neurotoxin type F light chain protease (Clostridium botulinum). inhibition, % at 10 µM. Multiplex microsphere protease cleavage assay. actives 0.22% (n = 360,000); in the data active = inhibition above about 35%, passing the limit was not always enough; inconclusive = no clear call, values can overlap the other calls; note: plate controls were buffer without enzyme for full effect and enzyme alone for no effect
UGM FP inh – M. tuberculosis UGM enzyme inhibitors, primary screen, biochemical, fluorescence polarization, single point; UDP-galactopyranose mutase (Mycobacterium tuberculosis (strain ATCC 25618 / H37Rv)), …; purified UGM, fluorescence polarization probe displacement; inhibition, % at 10 µM; actives 0.06% (n = 320,000); in the data active = inhibition above about 10%, passing the limit was not always enough; inconclusive = no clear call, values can overlap the other calls
Target sequence (P9WIQ1 whole entry, looked up): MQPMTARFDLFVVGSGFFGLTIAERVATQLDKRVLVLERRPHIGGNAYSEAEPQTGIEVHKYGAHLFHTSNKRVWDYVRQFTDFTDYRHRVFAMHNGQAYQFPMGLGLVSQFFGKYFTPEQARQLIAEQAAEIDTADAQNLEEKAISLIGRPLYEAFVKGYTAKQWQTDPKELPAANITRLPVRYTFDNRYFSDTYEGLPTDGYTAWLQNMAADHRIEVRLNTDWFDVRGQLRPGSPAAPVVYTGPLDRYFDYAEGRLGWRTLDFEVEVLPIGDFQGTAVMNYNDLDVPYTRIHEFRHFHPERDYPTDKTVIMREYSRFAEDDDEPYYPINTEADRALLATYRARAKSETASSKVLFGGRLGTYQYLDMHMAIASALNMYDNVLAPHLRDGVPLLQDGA
The depositor's hits bear a star; u = inconclusive; x = no result given. Cut-off read from the data, not from the text of the source, unless noted: active = inhibition above about 30%; inconclusive = no clear call, values can overlap the other calls; inactive = below that.

SMILES | GDH-TPI inh | Mtb BioA inh | PfHsp40 rescue | FadD28 FP inh | Anthrax LF prot | FBA Mtb inh | BoNT-A LC inh2 | BoNT-F LC inh | UGM FP inh
O=C(NC1CC2CCC(C1)N2C(=O)NCc1ccccc1)C1CC1 (configuration not stated) | -0.9 | 0.7 | 0.6 | 1.6 | -3.7 | 1.7 | 0.3 | -4.4 | -0.3
CCCCNC(=O)C(NC(=O)c1ccc(=O)[nH]c1)C(=O)c1ccccc1 (configuration not stated) | x | 0.8 | x | -1.8 | -4.0 | 0.1 | -0.3 | 1.0 | x
COc1ccc2c(c1)cc(C)c1nnc(SCC(=O)N(C)c3nc(-c4ccccc4)cs3)n12 | -0.5 | 0.1 | -1.3 | -0.6 | u | -2.8 | u | u | -0.8
O=C(Oc1ccc([N+](=O)[O-])cc1)c1ccc2ccccc2n1 | 1.5 | 1.0 | -0.3 | -1.6 | 2.3 | -7.7 | -0.8 | -10.2 | 3.2
O=C(NCCn1cccn1)C1CCC(=O)N(CCc2ccccc2)C1 (configuration not stated) | 0.7 | -0.4 | 0.8 | -3.1 | -4.8 | -1.9 | 0.7 | 0.7 | 1.0
O=C(C(Cl)Cl)N1c2ccccc2OCC1c1ccccc1 (configuration not stated) | 1.8 | 0.3 | -0.4 | -3.1 | -1.3 | -0.3 | u | -2.7 | -0.2
CNC(=O)c1ccc(NC(=O)CN2c3cccc4cccc(c34)S2(=O)=O)cc1 | 9.2 | -4.0 | -0.3 | -3.4 | -4.7 | 9.7 | 1.6 | 11.0 | -0.2
Cc1ccc(NC(=O)c2ccc([N+](=O)[O-])cc2)cc1S(=O)(=O)N(C)C | 3.2 | 1.1 | -1.3 | 1.8 | -7.2 | -1.9 | -0.5 | 1.4 | 0.3
CSc1ccccc1NC(=O)CN1CCCCC1C (configuration not stated) | -0.3 | x | 0.6 | -4.0 | -2.5 | 7.2 | -0.7 | -7.7 | -1.7
CCCCNC(=O)c1ccccc1NC(=O)C1=C(C)OCCS1 | -1.0 | 1.4 | -0.4 | -1.1 | -7.4 | 1.3 | -3.3 | -16.9 | 0.3
CCOc1ccc(NC(=O)N(O)C2(C#N)CCCCC2)cc1 | -0.9 | x | 1.0 | -3.5 | -6.4 | -2.0 | -0.4 | -2.9 | x
CC(C)=CCN1CCN(Cc2cccn2-c2ncccn2)CC1CCO (configuration not stated) | -7.7 | x | 0.3 | -3.1 | -3.4 | 0.4 | -0.4 | -2.7 | 0.0
O=C(CNC(=O)c1cccs1)N/N=C/c1ccc(O)cc1O | 21.4 | x | -0.6 | -3.0 | 0.2 | -0.1 | -0.3 | -1.4 | 1.4
CC1CC(C)CN(CCCNC(=O)c2ccc(CNS(=O)(=O)c3ccc(F)cc3)cc2)C1 (configuration not stated) | -7.1 | -0.9 | 0.7 | -1.8 | -0.4 | 0.7 | 0.5 | 3.9 | -0.7
O=C(O)c1cn(-c2ccccc2)nc1-c1ccc(Cl)cc1 | 4.9 | 0.3 | -0.3 | 1.2 | -9.0 | 3.2 | -6.0 | -8.6 | 3.9
Cc1c(Cl)c(C(F)(F)F)nn1CC(=O)NCc1ccco1 | 3.9 | x | 0.5 | -5.2 | 1.6 | -6.8 | -0.4 | -8.9 | -2.9
COC(=O)c1cc(NC(=O)CSC2=NCCS2)cc(C(=O)OC)c1 | 2.5 | x | -0.9 | -2.2 | -4.1 | -3.0 | 0.4 | -2.2 | 2.2
CC(C)NC(=O)Nc1cccc(Cl)c1 | -1.4 | 0.5 | 1.7 | -0.7 | -4.9 | 3.1 | -0.2 | 3.3 | -0.3
O=C(O)c1cc(NC(=O)c2ccco2)cc(NC(=O)c2ccco2)c1 | -4.4 | -0.4 | 1.1 | -1.6 | 7.0 | -0.4 | -3.1 | -0.9 | -0.5
C/C(=N\NC(=O)c1ccccc1OCc1ccc(F)cc1)c1ccccn1 | 11.9 | 1.3 | -1.5 | -1.9 | -9.0 | -1.9 | -0.5 | -2.4 | 0.0
Cc1cccc(NC(=O)C(C)SCc2nc3sc4c(c3c(=O)[nH]2)CCCC4)n1 (configuration not stated) | 6.0 | 0.5 | 8.9 | -1.4 | -0.7 | 30.9* | 0.3 | 0.3 | 0.6
COc1ccc(OCCCC(=O)Nc2ccc3c(c2)OCCO3)cc1 | -4.6 | -0.5 | 0.9 | -0.2 | 1.9 | 0.5 | -1.0 | -4.4 | 0.5
CCn1c(CNC(=O)COc2ccc(C(C)C)cc2)nnc1SCC(=O)Nc1ccccc1 | -2.4 | 1.9 | 2.1 | -5.0 | -0.6 | -0.8 | 0.6 | -12.3 | 2.4
CCOC(=O)N1CCC(NC(=O)c2cccc3c2C(=O)N(c2ccc(OC)cc2)C3)CC1 | -6.7 | -0.2 | 0.6 | -3.6 | 1.4 | 0.0 | 0.1 | -2.2 | 0.7
C=C(C)C1(CCCC)C(=O)NC(=S)NC1=O | 6.0 | x | -0.4 | -3.6 | -5.2 | -3.0 | 0.0 | -9.6 | x
CCOC(=O)C1CCN(c2ccc(-c3cccs3)nn2)CC1 | 7.8 | 3.0 | -5.3 | -3.7 | -3.5 | 2.5 | -0.5 | -13.6 | -0.7
CC1CCCN(c2ccc(N)cc2C(N)=O)C1 (configuration not stated) | 5.7 | -1.0 | -1.4 | 0.4 | -1.8 | -7.0 | 0.3 | -0.1 | 1.5
COc1ccc(/C=C/c2ccc3ccccc3[n+]2C)cc1OC | 21.4 | 0.2 | x | -0.3 | 1.5 | -7.3 | 0.3 | 4.6 | -2.6
O=C(O)C1=C(C(=O)O)C2CCC1C2 | 0.4 | -0.7 | x | 0.1 | -1.1 | 2.1 | 0.2 | -0.5 | x
CCOc1ccc(CCNC(=O)c2[nH]c(C)c(C(C)=O)c2C)cc1OCC | 0.4 | x | 1.4 | -1.7 | -1.1 | 0.2 | -0.3 | -0.7 | -1.2
NCC/C=C1/c2ccccc2CSc2ccccc21 | -3.5 | -1.6 | -0.8 | -4.4 | 1.9 | -0.8 | -0.8 | -8.1 | 3.0
O=[N+]([O-])c1cc(Cl)cc(/C=N/Nc2nc3ccccc3s2)c1O | 1.9 | 0.0 | -0.7 | -1.9 | 6.3 | -0.7 | -0.4 | -2.7 | 0.3
CN(CCNC(=O)C1CCC(=O)N(Cc2cccc(F)c2)C1)CCc1ccccc1 (configuration not stated) | 2.8 | 0.3 | 0.3 | -0.6 | 1.4 | 0.8 | 0.2 | 6.0 | 1.1
CC(Sc1ncccn1)C(=O)NNC(=O)c1cccc(Cl)c1 (configuration not stated) | -0.4 | 0.5 | 0.4 | x | -8.9 | 2.7 | 4.1 | -3.8 | 1.6
CC(C(=O)Nc1ccccn1)(c1ccccc1)c1ccccc1 | 2.8 | -3.1 | 0.0 | -1.6 | -18.5 | 1.9 | u | u | 3.1
COc1ccc2[nH]c(CN3CCC(n4nccc4NC(=O)C4CC4)CC3)c(C)c2c1 | -1.4 | 0.1 | -1.0 | 1.4 | 0.1 | 4.7 | -1.4 | 0.1 | 1.4
CCN(Cc1nc(-c2ccc(OC)cc2)no1)C(=O)c1ccoc1C | 4.6 | 1.0 | -1.4 | -2.7 | 0.0 | 3.7 | 0.4 | 0.7 | -7.3
Cc1cc(C(=O)Nc2ccon2)cs1 | -10.2 | 1.2 | -0.4 | -2.7 | -0.7 | 3.1 | -0.3 | -6.2 | -1.9
COc1ccc(-c2nc3ccccc3c(=O)n2-c2nccs2)cc1 | 3.4 | -1.1 | 3.4 | -2.7 | -9.6 | 0.4 | 1.2 | 1.5 | -0.8
CC(/C=N/NC(=O)NC1CCCCC1)=C\c1ccccc1 | 8.7 | x | 6.2 | -1.3 | -5.8 | -1.6 | -1.5 | -6.1 | 2.0

Nothing new here: entries from further up.
SMILES | GDH-TPI inh | Mtb BioA inh | PfHsp40 rescue | FadD28 FP inh | Anthrax LF prot | FBA Mtb inh | BoNT-A LC inh2 | BoNT-F LC inh | UGM FP inh
COc1ccc2[nH]c(CN3CCC(n4nccc4NC(=O)C4CC4)CC3)c(C)c2c1 | -1.4 | 0.1 | -1.0 | 1.4 | 0.1 | 4.7 | -1.4 | 0.1 | 1.4
CCN(Cc1nc(-c2ccc(OC)cc2)no1)C(=O)c1ccoc1C | 4.6 | 1.0 | -1.4 | -2.7 | 0.0 | 3.7 | 0.4 | 0.7 | -7.3
Cc1cc(C(=O)Nc2ccon2)cs1 | -10.2 | 1.2 | -0.4 | -2.7 | -0.7 | 3.1 | -0.3 | -6.2 | -1.9
COc1ccc(-c2nc3ccccc3c(=O)n2-c2nccs2)cc1 | 3.4 | -1.1 | 3.4 | -2.7 | -9.6 | 0.4 | 1.2 | 1.5 | -0.8
CC(/C=N/NC(=O)NC1CCCCC1)=C\c1ccccc1 | 8.7 | x | 6.2 | -1.3 | -5.8 | -1.6 | -1.5 | -6.1 | 2.0

(cont.)
SMILES | GDH-TPI inh | Mtb BioA inh | PfHsp40 rescue | FadD28 FP inh | Anthrax LF prot | FBA Mtb inh | BoNT-A LC inh2 | BoNT-F LC inh | UGM FP inh
COc1cccc(-c2nnc(NC(=O)C(C)C)o2)c1 | -10.1 | 0.1 | -0.8 | -1.3 | -0.1 | 4.8 | -0.7 | 1.5 | 0.7
O=C1CCCc2c1cc(C(=O)NCc1ccco1)c(=O)n2-c1ccccc1 | 7.7 | 3.3 | -2.0 | -0.7 | 8.0 | 3.9 | -0.1 | 8.1 | -1.3
N#Cc1c(SCc2c(Cl)cccc2Cl)nc(N)[nH]c1=S | -0.9 | -0.8 | 5.2 | -6.0 | 3.5 | 1.7 | 0.4 | 3.2 | 2.5
Cc1ccc(NC(=O)c2ncn(CCCNCCCN(C)C)n2)cc1C | 0.0 | -3.4 | 0.6 | -0.8 | 0.2 | 1.9 | 0.0 | -5.3 | x
COc1ccc(C(C#N)CC(=O)c2ccc(OC)c(OCc3ccccc3)c2)cc1OC (configuration not stated) | -5.8 | x | x | -4.6 | -3.3 | -2.8 | 0.8 | 4.8 | x
Cc1ccc(Nc2c(-c3ccccc3)nc3cnccn23)cc1 | 6.2 | x | -0.8 | -1.6 | -1.4 | 1.3 | 0.1 | 1.6 | -0.4
CCOC(=O)CSc1ccc(C(=O)N2CCC3(CC2)OCCO3)cc1[N+](=O)[O-] | -1.3 | -0.5 | 12.3 | -0.7 | -4.4 | 2.4 | -3.5 | -25.4 | -2.3
CCC(CC)CN1C(Nc2ccccc2)=NC[C@@H]1C | 1.4 | -0.5 | -0.1 | -2.3 | -6.5 | -0.9 | -0.7 | -2.8 | 0.7
CCN1CCN(CC(O)COc2cccc(OC)c2)CC1 (configuration not stated) | -5.1 | -1.1 | -0.3 | -2.6 | -1.7 | 2.8 | -0.5 | -7.1 | -1.9
CCSc1cc(N2CCCC2)nc(-c2ccccc2)n1 | 0.0 | -2.1 | -1.0 | 1.9 | -1.8 | -1.2 | -1.0 | -2.2 | -0.7
O=C(C(c1ccccc1)c1ccccc1)N1CCN(Cc2ccncc2)CC1 | 6.9 | 0.2 | -1.1 | -1.1 | -4.0 | 3.0 | 0.1 | 0.4 | -0.8
Cc1ccc(S(=O)(=O)NN2C(=O)/C(=C\c3ccc(Cl)cc3)SC2=S)cc1 | 1.1 | -0.6 | -0.7 | -2.2 | 8.1 | -0.5 | -4.8 | -3.3 | -0.5
CCOc1ccc(C2/C(=C(/O)c3ccc4c(c3)CC(C)O4)C(=O)C(=O)N2CC2CCCO2)cc1 (configuration not stated) | 1.4 | 0.1 | 1.6 | -3.0 | -0.7 | -0.1 | -1.2 | -10.8 | 1.2

Screening data deposited in PubChem by several laboratories.
